MBD2 DNA inh – inhibitors of MBD2 binding to methylated DNA, primary screen, biochemical, TR-FRET, DNA-binding domain, human; Methyl-CpG-binding domain protein 2 (Homo sapiens), Q9UBB5; MBD2 binding to methylated oligonucleotide; inhibition, % at 4.4 µM; 0.31% of 370,000 active; AID 686964, 2013; in the data active means inhibition above about 13%
Target sequence (Q9UBB5 whole entry, looked up, the tested form may be a part): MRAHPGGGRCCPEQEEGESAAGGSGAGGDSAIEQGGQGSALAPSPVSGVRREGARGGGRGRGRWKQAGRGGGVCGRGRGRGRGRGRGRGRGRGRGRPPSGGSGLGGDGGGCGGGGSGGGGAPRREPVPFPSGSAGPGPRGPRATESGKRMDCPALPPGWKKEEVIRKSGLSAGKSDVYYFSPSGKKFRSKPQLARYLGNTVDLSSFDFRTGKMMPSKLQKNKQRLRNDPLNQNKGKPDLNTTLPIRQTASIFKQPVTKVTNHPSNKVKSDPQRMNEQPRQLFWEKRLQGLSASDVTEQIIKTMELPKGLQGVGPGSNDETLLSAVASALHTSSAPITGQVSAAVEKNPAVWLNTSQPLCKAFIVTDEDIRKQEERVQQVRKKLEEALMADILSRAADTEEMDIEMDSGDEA
PG9 binder – binders of HIV-1 gp120 antibody PG9, primary screen, biochemical, TR-FRET | 0.43% of 360,000 active | TR-FRET gp120-PG9 antibody binding | HIV-1 gp120 / PG9 antibody interaction | inhibition, % at 6.7 µM | AID 624416, 2012; in the data active means inhibition above about 8.5%
LEDGF integ inh – blockers of LEDGF/p75-dependent integrase strand transfer – biochemical, TR-FRET, high throughput, primary screen; HIV-1 integrase (with human LEDGF/p75); TR-FRET IN-LEDGF/p75 DNA integration, Eu/Cy5; inhibition, % at 3.7 µM; 0.64% of 370,000 active; AID 743269, 2014;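 active means inhibition above the screen-wide mean plus 3 SD, cut at about 13% in these data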;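 further: signal is the Cy5 over europium emission ratio at 671 and 618 nm; 0% = plate median of compound wells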
UHRF1 binding – UHRF1 methylated DNA binding inhibitors, primary screen, counter-screen for MBD2 inhibitor project, biochemical, TR-FRET, human UHRF1, single concentration; E3 ubiquitin-protein ligase UHRF1 (Homo sapiens), Q96T88; UHRF1 binding to methylated oligo; inhibition, % at 4.4 µM; 0.75% of 370,000 active; AID 687016, 2013; in the data active means inhibition above about 21%;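 further: UHRF1 SRA domain binding a hemimethylated CpG hairpin DNA probe; 0% = median of test compound wells and 100% = reference inhibitor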
mABHD4 FP – ABHD4 inhibitors, primary screen, biochemical, fluorescence polarization, mouse | (Lyso)-N-acylphosphatidylethanolamine lipase (Mus musculus), Q8VD66 | purified mABHD4, FP-Rh probe fluorescence polarization | inhibition, % at 8.92 µM | 0.54% of 370,000 active | AID 720543, 2013;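 active means inhibition exceeding the mean over every tested compound plus 3 SD, cut at about 30% in these data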;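 further: 0% = plate median of compound wells and 100% = S159A mutant with DMSO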
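Test system: mouse ABHD4 enzyme, wild type. Reagent: FP-Rh fluorescent activity-based probe, added after compound pre-incubation. Timing: pre-incubation 45 min, probe exposure 60 min, at 25 °C. Technique: FP readout, ex 525 nm / em 598 nm. Benchmarks: high control S159A mutant with DMSO, low control median of compound wells.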
TCR-CD3 inh – inhibitors of human TCR-CD3 interaction, primary screen, biochemical, fluorescence, TAMRA-labeled TCR probe; inhibition, % at 9.4 µM; AID 651800, 2012; 0.37% of 360,000 active; in the data active means inhibition above about 19%;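 further: recombinant mutant TCR 2C K166C tagged with TAMRA read by polarization; 0% = receptor in buffer alone and 100% = receptor with positive control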
rCAG binder – binders of r(CAG) RNA repeats, primary screen, biochemical, fluorescence. r(CAG) RNA repeat, TO-PRO-1 dye displacement fluorescence. inhibition, % at 3 µM. 1.3% of 370,000 active. AID 651821, 2012;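 active means inhibition above the plate cutoff, the mean of all test compounds on that plate plus 3 SD, cut at about 35% in these data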;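 further: 0% = DMSO alone and 100% = 100 µM mitoxantrone as full dye displacement; higher means more dye released from RNA so lower well fluorescence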
HTRA1 inhibitor – HTRA1 serine protease inhibitors, primary screen, biochemical, fluorescence polarization, HTS. recombinant HTRA1, FP-rhodamine activity-based probe. inhibition, % at 5.96 µM. Q92743. 0.5% of 340,000 active; in the data active means inhibition above about 36%;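 further: 0% = enzyme with DMSO and 100% = wells lacking enzyme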
PRMT1 inh – PRMT1 methyltransferase inhibitors, primary screen, biochemical, fluorescence polarization; recombinant PRMT1, activity-based probe fluorescence polarization; 1.3% of 370,000 active; inhibition, % at 2.79 µM;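 active means inhibition above about 21% made by adding two undisclosed values, limit read from the data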
NR1D1 modulator – modulators of Rev-erb alpha DNA binding, primary screen, biochemical, FITC-DNA, fluorescence polarization, uHTS. Nuclear receptor subfamily 1 group D member 1 (Homo sapiens), P20393. Rev-erbα–FITC-DNA binding, 90 min. activity, % at 10 µM. 0.79% of 370,000 active;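 active means activity above about 14%, limit read from the data; passing the limit was not always enough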;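 further: 0% = DMSO wells with 35 nM protein and 100% = DMSO wells with 750 nM protein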
Target sequence (P20393 whole entry, looked up): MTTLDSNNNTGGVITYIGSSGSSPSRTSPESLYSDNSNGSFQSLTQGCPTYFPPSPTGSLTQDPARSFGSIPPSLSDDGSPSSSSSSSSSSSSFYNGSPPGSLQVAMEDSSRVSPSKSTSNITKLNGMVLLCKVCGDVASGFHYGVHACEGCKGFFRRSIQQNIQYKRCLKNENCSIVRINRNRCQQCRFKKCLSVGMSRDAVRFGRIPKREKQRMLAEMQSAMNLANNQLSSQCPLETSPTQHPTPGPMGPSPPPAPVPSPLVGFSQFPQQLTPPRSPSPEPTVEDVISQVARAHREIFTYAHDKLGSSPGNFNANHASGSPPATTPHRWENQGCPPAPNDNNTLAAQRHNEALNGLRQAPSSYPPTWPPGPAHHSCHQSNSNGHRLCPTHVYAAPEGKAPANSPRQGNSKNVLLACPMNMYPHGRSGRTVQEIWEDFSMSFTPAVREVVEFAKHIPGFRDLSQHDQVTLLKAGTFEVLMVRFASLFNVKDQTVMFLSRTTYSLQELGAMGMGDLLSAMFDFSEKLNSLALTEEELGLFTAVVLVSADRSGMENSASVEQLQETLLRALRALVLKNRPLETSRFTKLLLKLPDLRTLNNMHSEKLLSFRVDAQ
Starred values were filed as active, the others as inactive; & = joins results of further samples. Some of the compounds tested (hit frequency here may not be typical).

CN(CC(=O)Nc1c(Cl)cccc1Cl)C(=O)CCC(=O)c1ccccc1 was read as MBD2 DNA inh 9, PG9 binder 0.7, LEDGF integ inh 2, UHRF1 binding 10, mABHD4 FP -9, TCR-CD3 inh -3, rCAG binder 0, HTRA1 inhibitor 0, PRMT1 inh -3 and NR1D1 modulator 0.
N#Cc1c(-c2ccccc2)cc2nc3ccccc3n2c1N was read as MBD2 DNA inh -2, PG9 binder 1.9, LEDGF integ inh 2, UHRF1 binding -3, mABHD4 FP -2, TCR-CD3 inh -5, rCAG binder 5, HTRA1 inhibitor 3, PRMT1 inh -1 and NR1D1 modulator 0.
For CC(C)OC(=O)NCCOC(=O)Nc1ccc(Cl)cc1 the results were MBD2 DNA inh 6, PG9 binder 1.4, LEDGF integ inh -6, UHRF1 binding 3, mABHD4 FP -3, TCR-CD3 inh -9, rCAG binder -3, HTRA1 inhibitor 2, PRMT1 inh 3 and NR1D1 modulator -5.
`C=CCCC1CN(Cc2ccc(OC)cc2)S(=O)(=O)c2c(F)cccc2O1` (stereo unspecified) gave MBD2 DNA inh -6, PG9 binder 0.2, LEDGF integ inh 2, UHRF1 binding -2, mABHD4 FP -11, TCR-CD3 inh 3, rCAG binder 0, PRMT1 inh -4 and NR1D1 modulator 4.
Screening CN1CCN(C(=O)CNc2ccc(C(F)(F)F)cc2[N+](=O)[O-])CC1 returned MBD2 DNA inh 1, PG9 binder 0.7, LEDGF integ inh -2, UHRF1 binding -2, mABHD4 FP -4, TCR-CD3 inh -6, rCAG binder -3, HTRA1 inhibitor -5, PRMT1 inh 5 and NR1D1 modulator -3.
`COc1ccccc1OCCC(=O)OCC(=O)Nc1ccc2c(c1)OCO2` gave MBD2 DNA inh 0, PG9 binder -0.4, LEDGF integ inh -4, UHRF1 binding -1, mABHD4 FP 2, TCR-CD3 inh -2, rCAG binder 2, HTRA1 inhibitor 0, PRMT1 inh 0 and NR1D1 modulator -1.
For CCCCN1CNC(=S)N(CCc2ccccc2)C1 the results were MBD2 DNA inh -5, PG9 binder -0.4, LEDGF integ inh 3, UHRF1 binding -3, mABHD4 FP 1, TCR-CD3 inh 7, rCAG binder -6, HTRA1 inhibitor -1, PRMT1 inh -6 and NR1D1 modulator -7.
For CCCC1CCC2(CC1)CCC2OC(=O)Nc1c(OC)cccc1OC (stereo unspecified) the results were MBD2 DNA inh 2, LEDGF integ inh 0, UHRF1 binding 1, mABHD4 FP -5, PRMT1 inh 6 and NR1D1 modulator -9.
For C[C@@H]1C(=O)O[C@@H]2[C@H](O)C34[C@H]5C[C@@H](C(C)(C)C)C36[C@H](OC(=O)[C@@H]6O)OC4(C(=O)O5)[C@@]12O (stereo partly specified) the results were MBD2 DNA inh 1, PG9 binder -0.1, LEDGF integ inh -1, UHRF1 binding -2, mABHD4 FP 6, TCR-CD3 inh 4, rCAG binder 1, HTRA1 inhibitor 6, PRMT1 inh -2 and NR1D1 modulator -1.
Screening CCCCN1CC[C@H]2C=CC[C@@H](C(=O)Nc3ccc(OC)cc3)[C@H]2C1=O returned MBD2 DNA inh 1, PG9 binder 0.3, LEDGF integ inh -2, UHRF1 binding 1, mABHD4 FP 2, TCR-CD3 inh 5, rCAG binder -6, HTRA1 inhibitor -8, PRMT1 inh -2 and NR1D1 modulator 0.
`CCOCc1c(C(=O)Nc2cc(OCC)c(N3CCOCC3)cc2OCC)oc2ccccc12` gave MBD2 DNA inh 3, PG9 binder -0.7, LEDGF integ inh 0, UHRF1 binding 0, mABHD4 FP -2, TCR-CD3 inh 1, rCAG binder 0, HTRA1 inhibitor 3, PRMT1 inh -1 and NR1D1 modulator 5.
Screening O=C(C1=NOC2(C1)C(=O)Nc1ccccc12)N1CCCCC1 (stereo unspecified) returned MBD2 DNA inh -2, PG9 binder -1.7, LEDGF integ inh 0, UHRF1 binding 0, mABHD4 FP 1, TCR-CD3 inh 5, rCAG binder 0, PRMT1 inh -3 and NR1D1 modulator -5.
Screening CCS(=O)(=O)N1CCCC(C(=O)c2ccc(OC)cc2C)C1 (stereo unspecified) returned MBD2 DNA inh -7, PG9 binder -1.3, LEDGF integ inh 5, UHRF1 binding -1, mABHD4 FP 2, TCR-CD3 inh 5, rCAG binder -5, HTRA1 inhibitor 1, PRMT1 inh 2 and NR1D1 modulator 4.
For COc1ccc(CCNc2cc(N3CCN(C(=O)c4ccccc4OC)CC3)ccc2[N+](=O)[O-])cc1OC the results were MBD2 DNA inh 9, PG9 binder 0.6, LEDGF integ inh -3, UHRF1 binding 1, mABHD4 FP 5, TCR-CD3 inh 2, rCAG binder 1, HTRA1 inhibitor 0, PRMT1 inh 3 and NR1D1 modulator 1.
For COc1ccc(NC(=O)COc2coc(CN3CCCc4ccccc43)cc2=O)cc1 the results were MBD2 DNA inh 0, PG9 binder -1.0, LEDGF integ inh 1, UHRF1 binding -1, mABHD4 FP 4, TCR-CD3 inh 3, rCAG binder 2, HTRA1 inhibitor -7, PRMT1 inh -8 and NR1D1 modulator 1.
Screening CCN(CC)CCOC(=O)C(Cc1cccc2ccccc12)CC1CCCO1 (stereo unspecified) returned MBD2 DNA inh 4, PG9 binder 0.4, LEDGF integ inh -1, UHRF1 binding -1, mABHD4 FP 12, TCR-CD3 inh -5, rCAG binder -10, HTRA1 inhibitor 3, PRMT1 inh -2 and NR1D1 modulator -3&-3.
Screening Fc1ccc(OCc2cc(-c3ccccc3)no2)cc1 returned MBD2 DNA inh -4, PG9 binder -0.1, LEDGF integ inh 0, UHRF1 binding -1, mABHD4 FP -16, TCR-CD3 inh 2, rCAG binder 0, HTRA1 inhibitor -17, PRMT1 inh 3 and NR1D1 modulator 2.
Screening O=C(COC(=O)c1c[nH]c(=O)[nH]c1=O)Nc1ccccc1F returned MBD2 DNA inh 0, PG9 binder 1.7, LEDGF integ inh 0, UHRF1 binding 0, mABHD4 FP 1, TCR-CD3 inh -5, rCAG binder 0, HTRA1 inhibitor 8, PRMT1 inh 6 and NR1D1 modulator -1.
`Cc1cc(C(F)(F)F)c(C#N)c(Sc2ccccc2)n1` gave MBD2 DNA inh 5, PG9 binder -1.1, LEDGF integ inh -1, UHRF1 binding 1, mABHD4 FP 5, TCR-CD3 inh 0, rCAG binder -2, HTRA1 inhibitor -2, PRMT1 inh 2 and NR1D1 modulator -5.
For CCCS(=O)(=O)Nc1c(C(=O)OC)[nH]c2ccccc12 the results were MBD2 DNA inh 8, PG9 binder 0.2, LEDGF integ inh 1, UHRF1 binding 22*, mABHD4 FP 3, TCR-CD3 inh 4, rCAG binder 1, HTRA1 inhibitor 0, PRMT1 inh 2 and NR1D1 modulator 2.
`CCn1nc(C)c(NS(=O)(=O)c2ccccc2)c1C` gave MBD2 DNA inh 7, PG9 binder -0.6, LEDGF integ inh 3, UHRF1 binding 13, mABHD4 FP -4, TCR-CD3 inh -2, rCAG binder 0, HTRA1 inhibitor 1, PRMT1 inh 4 and NR1D1 modulator -7.
For CN1CCc2c(sc3c2c(=O)n(-c2ccccc2)c2nnc(SCc4ccc(F)cc4)n32)C1 the results were MBD2 DNA inh 5, PG9 binder -0.6, LEDGF integ inh 1, UHRF1 binding -1, mABHD4 FP -3, TCR-CD3 inh 3, rCAG binder -2, HTRA1 inhibitor -4, PRMT1 inh -2 and NR1D1 modulator -4.
For COC(=O)[C@]12C[C@H](CC(=O)N3CCSCC3)C(=O)N(CCC3=CCCCC3)C1=C[C@H](C(C)(C)C)O[C@@H]2C the results were MBD2 DNA inh -2, PG9 binder 0.2, LEDGF integ inh -1, UHRF1 binding -2, mABHD4 FP -9, TCR-CD3 inh 4, rCAG binder 1, PRMT1 inh -2 and NR1D1 modulator -9.
For Cc1cc(NO)nc(-c2ccc(Br)cc2)n1 the results were MBD2 DNA inh -4, PG9 binder -2.0, LEDGF integ inh -1, UHRF1 binding 1, mABHD4 FP 7, TCR-CD3 inh 1, rCAG binder 5, HTRA1 inhibitor -11, PRMT1 inh 4 and NR1D1 modulator 0.
`O=C(N/N=C\c1c(O)ccc2ccccc12)c1ccc(Cn2cccn2)o1` gave MBD2 DNA inh 2, PG9 binder 6.5, LEDGF integ inh -5, UHRF1 binding -3, mABHD4 FP 28, TCR-CD3 inh 24*, rCAG binder 11, HTRA1 inhibitor 18, PRMT1 inh 2 and NR1D1 modulator 7.
`O=C(Cn1nc(C(=O)O)c2ccccc2c1=O)Nc1cccc(Br)c1` gave MBD2 DNA inh -1, PG9 binder 1.5, LEDGF integ inh -1, UHRF1 binding -2, mABHD4 FP -9, TCR-CD3 inh -2, rCAG binder 16, HTRA1 inhibitor -21, PRMT1 inh -4 and NR1D1 modulator -1.

By substructure, the entries above with four or more nitrogen atoms (5)
N#Cc1c(-c2ccccc2)cc2nc3ccccc3n2c1N was read as MBD2 DNA inh -2, PG9 binder 1.9, LEDGF integ inh 2, UHRF1 binding -3, mABHD4 FP -2, TCR-CD3 inh -5, rCAG binder 5, HTRA1 inhibitor 3, PRMT1 inh -1 and NR1D1 modulator 0.
Screening CN1CCN(C(=O)CNc2ccc(C(F)(F)F)cc2[N+](=O)[O-])CC1 returned MBD2 DNA inh 1, PG9 binder 0.7, LEDGF integ inh -2, UHRF1 binding -2, mABHD4 FP -4, TCR-CD3 inh -6, rCAG binder -3, HTRA1 inhibitor -5, PRMT1 inh 5 and NR1D1 modulator -3.
For COc1ccc(CCNc2cc(N3CCN(C(=O)c4ccccc4OC)CC3)ccc2[N+](=O)[O-])cc1OC the results were MBD2 DNA inh 9, PG9 binder 0.6, LEDGF integ inh -3, UHRF1 binding 1, mABHD4 FP 5, TCR-CD3 inh 2, rCAG binder 1, HTRA1 inhibitor 0, PRMT1 inh 3 and NR1D1 modulator 1.
For CN1CCc2c(sc3c2c(=O)n(-c2ccccc2)c2nnc(SCc4ccc(F)cc4)n32)C1 the results were MBD2 DNA inh 5, PG9 binder -0.6, LEDGF integ inh 1, UHRF1 binding -1, mABHD4 FP -3, TCR-CD3 inh 3, rCAG binder -2, HTRA1 inhibitor -4, PRMT1 inh -2 and NR1D1 modulator -4.
`O=C(N/N=C\c1c(O)ccc2ccccc12)c1ccc(Cn2cccn2)o1` gave MBD2 DNA inh 2, PG9 binder 6.5, LEDGF integ inh -5, UHRF1 binding -3, mABHD4 FP 28, TCR-CD3 inh 24*, rCAG binder 11, HTRA1 inhibitor 18, PRMT1 inh 2 and NR1D1 modulator 7.

Screening results from PubChem.
